SRC1 inh: SRC1 coactivator transcriptional activity inhibitors, primary screen, cell-based, luminescence; HEK293 GAL4-SRC1 luciferase reporter; inhibition, % at 3.6 µM; hit rate 0.12% among 360,000; AID 588354, 2011;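 active = inhibition above the campaign mean plus 3 SD, with each screening campaign given its own cutoff, cut at about 60% in these data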;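 also: 0% = DMSO treated cells and 100% = gossypol at 36 µM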
TROY signal inh: inhibitors of TROY-driven NF-kB signaling, primary screen, Q293 LMP1-TROYcd cells, NF-kB luciferase, uHTS; hit rate 0.98% among 360,000; inhibition, % at 10 µM; Q293 LMP1-TROYcd NF-kB luciferase reporter, 4 h;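 active = compounds whose plate-normalised and pattern-corrected inhibition of the luciferase reporter signal at the single screening dose is 50% or more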
NCOA2 inhibitor: inhibition of GAL4-SRC2 driven luciferase reporter, primary screen, SRC2 inhibitor project, cell-based, luminescence. HEK293 GAL4-SRC2 luciferase reporter. inhibition, % at 9 µM. AID 651957, 2012. Nuclear receptor coactivator 2 (Homo sapiens), Q15596. hit rate 0.17% among 370,000;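 active = inhibition above the mean inhibition of all tested compounds plus 3 SD, set per campaign, cut at about 52% in these data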;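 also: 0% = DMSO treated cells and 100% = cells given Gossypol at 36 µM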
NOD2-RIPK2 inh: NOD2-RIPK2 binding disruptors in cells, primary screen, fluorescence, CHO cells, BLA complementation | Receptor-interacting serine/threonine-protein kinase 2 (Homo sapiens), O43353 | CCF4 ratio | inhibition, % at 4.98 µM | hit rate 0.38% among 360,000; in the data active = inhibition above about 21%;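 also: 0% = vehicle only and 100% = reference blocker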
TLR9-MyD88 inh: inhibitors of TLR9-MyD88 association in cells, primary screen, cell-based, CHO, BLA complementation, fluorescence. hit rate 0.21% among 340,000. CCF4 FRET ratio. inhibition, % at 4.98 µM. Toll-like receptor 9 (Homo sapiens) + Myeloid differentiation primary response protein …;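 active = inhibition above the mean over all tested compounds plus 3 SD, cut at about 21% in these data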;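 also: 0% = DMSO only wells and 100% = clavulanate BLA inhibitor control wells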
LRH-1 inv ag: LRH-1 (NR5A2) inverse agonists, primary screen, cell-based, luminescence, HEK293T, StAR-luciferase reporter | Nuclear receptor subfamily 5 group A member 2 (Homo sapiens), O00482 | LRH-1 transfected, 24 h | inhibition, % at 3.6 µM | hit rate 0.13% among 360,000;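 active = inhibition above the mean inhibition of all tested compounds plus 3 SD, cut at about 73% in these data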;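 also: 0% = DMSO wells and 100% = reporter-only cells lacking LRH-1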
Target sequence (O00482 whole entry, looked up): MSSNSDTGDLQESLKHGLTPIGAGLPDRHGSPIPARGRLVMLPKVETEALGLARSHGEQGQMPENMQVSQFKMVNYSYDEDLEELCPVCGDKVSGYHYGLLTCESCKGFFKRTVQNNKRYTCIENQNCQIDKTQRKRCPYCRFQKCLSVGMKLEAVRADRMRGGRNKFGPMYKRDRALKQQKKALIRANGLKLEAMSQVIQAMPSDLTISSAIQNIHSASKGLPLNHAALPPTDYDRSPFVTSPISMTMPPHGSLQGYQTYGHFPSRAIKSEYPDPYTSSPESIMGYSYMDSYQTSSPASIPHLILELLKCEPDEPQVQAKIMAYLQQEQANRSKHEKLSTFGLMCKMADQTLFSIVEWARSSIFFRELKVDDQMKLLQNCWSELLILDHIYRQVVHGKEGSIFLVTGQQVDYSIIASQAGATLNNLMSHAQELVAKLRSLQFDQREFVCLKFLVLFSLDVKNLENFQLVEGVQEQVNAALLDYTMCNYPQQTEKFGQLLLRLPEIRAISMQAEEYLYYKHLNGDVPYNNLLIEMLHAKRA
NCOA3 inh: SRC3 coactivator transcriptional activity inhibitors, primary screen, cell-based, luminescence | Nuclear receptor coactivator 3 (Homo sapiens), Q9Y6Q9 | hit rate 0.17% among 360,000 | inhibition, % at 3.6 µM | HEK293 GAL4-SRC3 luciferase reporter | AID 588352, 2011;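 active = inhibition above a per-campaign cutoff, the mean of all compounds plus 3 SD, cut at about 60% in these data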;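 also: 0% = DMSO-treated cells and 100% = gossypol-treated cells at 36 µM; higher means less SRC3-driven luciferase light from the GAL4 reporter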
EBV LMP1 NFkB: EBV LMP1-driven NF-kappaB luciferase reporter inhibitors, primary screen, cell-based, luminescence, single point | AID 504558, 2011 | inhibition, % at 12.5 µM | hit rate 0.69% among 350,000 | LMP1-induced NF-kappaB luciferase reporter cells; in the data active = inhibition above about 41%;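 also: 0% = neutral control wells and 100% = reference inhibitor control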
TWEAK Fn14 block: inhibitors of TWEAK-Fn14 signaling, primary screen, luciferase reporter cells, uHTS; TWEAK-stimulated Fn14 reporter cells, luciferase luminescence, 8 h; inhibition, % at 10 µM; AID 1159606, 2016; hit rate 2% among 360,000; in the data active = inhibition above about 50%
NR2F2 inh: NR2F2 transcriptional activity inhibitors, primary screen, cell-based, luciferase reporter, HEK293T, luminescence; HEK293T NGFI-A luciferase reporter; inhibition, % at 8.6 µM; hit rate 0.7% among 370,000;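 active = inhibition above a per-plate cutoff, mean inhibition of test wells between control levels plus 3 SD, cut at about 38% in these data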;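 also: cells cotransfected with COUP-TFII expression vector driving the NGFI-A reporter; 0% = median of COUP-TF2 test wells and 100% = reporter-only cells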
Target sequence (P24468 whole entry, looked up): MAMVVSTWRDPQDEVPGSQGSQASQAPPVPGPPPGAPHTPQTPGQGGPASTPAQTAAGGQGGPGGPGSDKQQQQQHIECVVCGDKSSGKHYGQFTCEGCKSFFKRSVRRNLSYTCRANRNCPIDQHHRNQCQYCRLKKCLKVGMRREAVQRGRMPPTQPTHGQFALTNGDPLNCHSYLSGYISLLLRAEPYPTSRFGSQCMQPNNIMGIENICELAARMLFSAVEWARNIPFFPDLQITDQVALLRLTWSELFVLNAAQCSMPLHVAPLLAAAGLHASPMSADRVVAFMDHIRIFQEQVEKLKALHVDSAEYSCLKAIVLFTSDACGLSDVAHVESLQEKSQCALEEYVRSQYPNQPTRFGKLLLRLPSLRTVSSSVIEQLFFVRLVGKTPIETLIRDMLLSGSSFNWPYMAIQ
TRAIL sens C8: viability loss with TRAIL in NB7+C8 cells, primary screen, TRAIL sensitizer project, cell-based, ATPlite luminescence | inhibition (viability loss, TRAIL sensitization), % at 10 µM | hit rate 1% among 360,000 | AID 624354, 2012;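 active = compounds causing at least 50% loss of cell viability in the single-dose screen, relative to plate controls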
* marks the source's active call; other numbers are inactive results; / = not tested or not shown.

1) O=C1CC(c2nc3ccccc3[nH]2)CN1Cc1ccccc1 (stereo not drawn)
2) O=C(Nc1nnc(SCc2c(Cl)cccc2Cl)s1)C1CC(=O)N(c2ccc3c(c2)OCCO3)C1 (stereo not drawn)
3) Cc1ccc(SCc2ccc(C(=O)Nc3cccnc3)cc2)cc1
4) COc1ccc(NC(=O)Cn2nc3n(c2=S)CCC3)cc1
5) CCOC(=O)C1=C(C)NC(=O)NC1c1ccc(N2CCC(c3ccccc3)=N2)cc1 (stereo not drawn)
6) OC(CON=C1c2ccccc2-c2ccccc21)CN1CCNCC1 (stereo not drawn)
7) CC(=O)c1ccc(S(=O)(=O)NCCc2cn3ccc(C)cc3n2)cc1
8) Cc1cccc(NC(=S)NC2CC3CCCC(C2)N3Cc2ccco2)c1 (stereo not drawn)

| assay / compound | 1 | 2 | 3 | 4 | 5 | 6 | 7 | 8 |
| --- | --- | --- | --- | --- | --- | --- | --- | --- |
| SRC1 inh | -3 | 0 | 0 | -15 | -22 | -6 | 4 | 3 |
| TROY signal inh | -11 | 45 | -23 | 4 | 12 | -35 | 21 | -6 |
| NCOA2 inhibitor | 14 | 16 | -5 | 27 | -19 | -3 | 16 | -32 |
| NOD2-RIPK2 inh | -3 | -6 | 8 | -5 | -6 | -5 | 6 | -12 |
| TLR9-MyD88 inh | 1 | -6 | 13 | 6 | -2 | 2 | -8 | -11 |
| LRH-1 inv ag | 2 | -25 | -25 | 4 | -14 | -18 | -6 | 5 |
| NCOA3 inh | -22 | 0 | -3 | -7 | 4 | 15 | 0 | 3 |
| EBV LMP1 NFkB | -2 | 11 | -4 | -5 | 7 | -8 | 1 | -1 |
| TWEAK Fn14 block | 12 | 48 | -16 | -9 | -19 | -19 | -11 | -5 |
| NR2F2 inh | -9 | 22 | 16 | 7 | -22 | 2 | -6 | -3 |
| TRAIL sens C8 | -1 | -8 | -5 | -1 | -10 | 3 | -16 | 3 |

9) CCCNC(=O)COC(=O)c1ccccc1C(=O)c1ccc(Cl)c([N+](=O)[O-])c1
10) CC(C)(C)C(=O)NC1=NCCS1
11) O=C(NCc1ccccc1)C1=C[C@@H](c2ccc(Br)cc2)C[C@@H](OCCCCO)O1
12) COc1ccc(OC)c2sc(NC(=O)c3cccc(N4C(=O)CCC4=O)c3)nc12
13) CC(C)c1ccccc1NC(=O)C1C2C=CC(C2)C1C(=O)O (stereo not drawn)
14) O=C(OCC(=O)N1CCN(c2ccccc2)CC1)c1ccncc1
15) O=C(O)CC1Sc2nc3ccccc3n2C1=O (stereo not drawn)
16) c1ccc2cc(-c3cc4ccccn4c3)ccc2c1

| assay / compound | 9 | 10 | 11 | 12 | 13 | 14 | 15 | 16 |
| --- | --- | --- | --- | --- | --- | --- | --- | --- |
| SRC1 inh | -69 | -7 | -9 | 4 | 0 | 1 | 4 | -27 |
| TROY signal inh | 67* | -4 | -22 | -10 | -6 | -5 | 0 | -31 |
| NCOA2 inhibitor | -67 | 3 | 9 | 23 | -12 | 21 | -24 | -31 |
| NOD2-RIPK2 inh | 38* | -6 | 2 | -3 | 6 | 5 | -12 | 1 |
| TLR9-MyD88 inh | 17 | -2 | 4 | 2 | -7 | -5 | -10 | 5 |
| LRH-1 inv ag | -7 | -7 | -16 | 13 | -5 | 1 | 17 | -18 |
| NCOA3 inh | -28 | -2 | -3 | -1 | -3 | 8 | 2 | -40 |
| EBV LMP1 NFkB | 48* | 3 | -3 | 5 | 8 | 2 | 1 | -56 |
| TWEAK Fn14 block | 99* | -1 | -19 | -15 | 2 | -7 | 7 | -15 |
| NR2F2 inh | -34 | 7 | -8 | 13 | 3 | 6 | 11 | -6 |
| TRAIL sens C8 | -9 | 2 | -9 | 2 | -13 | -10 | -7 | -1 |

17) COC(=O)[C@@]12CCCCN1[C@H](c1ccc(-c3ccc4c(c3)OCO4)c(OC)c1)[C@@H]1C(=O)N(C)C(=O)[C@@H]12
18) Cc1cc(C)nc(NS(=O)(=O)c2ccc(NC(=O)COc3ccccc3F)cc2)n1
19) Cc1ccc(C2(CCNC(C)c3cccs3)CCOC(C(C)C)C2)cc1 (stereo not drawn)
20) Cc1ccc(C(C)C)c(OCC(O)CN2CCOCC2)c1 (stereo not drawn)
21) Cc1[nH]c2ccccc2c1C(=O)COC(=O)C1CC(O)CN1S(=O)(=O)c1ccc(Cl)cc1 (stereo not drawn)
22) COc1ccc(NS(=O)(=O)c2cccc(C(=O)NN=Cc3ccc(O)c(OC)c3)c2)cc1
23) N=c1n(CCO)c2ccccc2n1Cc1ccccc1Cl
24) O=C1C=C(CCc2ccccc2)CCC1

| assay / compound | 17 | 18 | 19 | 20 | 21 | 22 | 23 | 24 |
| --- | --- | --- | --- | --- | --- | --- | --- | --- |
| SRC1 inh | -4 | -8 | 9 | -8 | 0 | 10 | -39 | -1 |
| TROY signal inh | 5 | 1 | -8 | -2 | -5 | 5 | -16 | 4 |
| NCOA2 inhibitor | 3 | 23 | -17 | 1 | -7 | -19 | 18 | -7 |
| NOD2-RIPK2 inh | -1 | -1 | -9 | -10 | -6 | -5 | 0 | 5 |
| TLR9-MyD88 inh | -2 | 0 | 0 | 6 | 7 | -9 | -1 | 5 |
| LRH-1 inv ag | 10 | -14 | 10 | 1 | 3 | 8 | 16 | -10 |
| NCOA3 inh | 21 | -6 | 17 | 11 | 15 | 2 | 12 | 6 |
| EBV LMP1 NFkB | 1 | 6 | 1 | -7 | 6 | 0 | 4 | 1 |
| TWEAK Fn14 block | 12 | -2 | -1 | -14 | 10 | -26 | -7 | -8 |
| NR2F2 inh | -4 | -12 | -11 | 6 | 1 | 8 | 11 | 13 |
| TRAIL sens C8 | -9 | 2 | -15 | 2 | -8 | -17 | 5 | -10 |

25) CC(=O)c1cc2c(cc1NC(=O)CSc1nnc(C)s1)OCO2
26) CCOC(=O)CSc1nnc(-c2ccc([N+](=O)[O-])cc2)o1
27) CC(C)COc1ccc(S(=O)(=O)NNC(=O)c2cc3ccccc3o2)cc1
28) COC(=O)C[C@@H]1C[C@H]2c3cc(NC(=O)Nc4ccccc4F)ccc3O[C@H]2[C@H](CO)O1
29) Cn1c(CCC(=O)O)nc2cc(S(=O)(=O)N3CCCC3)ccc21
30) Cc1ccc(C(=O)N2CCCC2)cc1S(=O)(=O)Nc1cccc(C)c1C
31) COc1c(Cl)cnn(-c2ccc(C)cc2)c1=O
32) N#CCCN1CCN(C(=S)c2ccc(-c3ccc(Cl)c(Cl)c3)o2)CC1

| assay / compound | 25 | 26 | 27 | 28 | 29 | 30 | 31 | 32 |
| --- | --- | --- | --- | --- | --- | --- | --- | --- |
| SRC1 inh | 12 | 2 | -1 | -65 | -6 | -26 | -23 | -60 |
| TROY signal inh | 4 | -33 | 23 | 6 | -5 | 6 | -9 | -14 |
| NCOA2 inhibitor | 0 | 6 | 0 | -23 | -22 | 2 | 2 | -39 |
| NOD2-RIPK2 inh | 0 | -16 | 2 | 6 | -15 | -9 | -2 | 0 |
| TLR9-MyD88 inh | -7 | -5 | 2 | 6 | 3 | 6 | -7 | -5 |
| LRH-1 inv ag | 1 | -6 | -9 | 14 | 3 | -4 | 21 | -38 |
| NCOA3 inh | -1 | 9 | 15 | -63 | -6 | 5 | 7 | -15 |
| EBV LMP1 NFkB | -5 | 1 | 2 | -1 | -4 | -6 | 4 | -17 |
| TWEAK Fn14 block | -7 | -4 | 16 | -11 | 18 | 0 | 8 | 19 |
| NR2F2 inh | 1 | -8 | -1 | -3 | -10 | -6 | -3 | -15 |
| TRAIL sens C8 | -16 | -6 | -16 | 2 | -14 | -3 | 8 | 6 |

33) COc1ccc(CN2CCN(C(=O)C3CCN(C(=O)Nc4ccccc4)CC3)CC2)cc1OC
34) O=C1CCC(C(=O)N2CCOCC2)CN1Cc1ccc(Cl)cc1 (stereo not drawn)
35) C#CCOCCOCCOCCNc1nc(N2CCN(C(=O)[C@H](CCCN=C(N)N)n3cc(C(N)[C@H](C)CC)nn3)CC2)nc(N2CCN(C(=O)[C@H](CCCN=C(N)N)n3cc(C(N)[C@@H](C)CC)nn3)CC2)n1 (stereo partly drawn)
36) COc1ccc(NS(=O)(=O)c2ccc(OC)c(N(C)S(=O)(=O)c3ccc(Cl)cc3)c2)cc1
37) Cc1cccc(Nc2nnc(SCc3cc(=O)n4cc(C)ccc4n3)s2)c1
38) COc1ccc(N(CC(=O)NC2CCCCC2)C(=O)CCCC(=O)Nc2ccccn2)c(OC)c1
39) CCOC(=O)CSc1nnc(CSc2nc3sc4c(c3c(=O)[nH]2)CCC4)n1-c1ccccc1
40) O=C(NC12CC3CC(CC(C3)C1)C2)N1CCN(S(=O)(=O)c2ccc(Cl)cc2)CC1

| assay / compound | 33 | 34 | 35 | 36 | 37 | 38 | 39 | 40 |
| --- | --- | --- | --- | --- | --- | --- | --- | --- |
| SRC1 inh | 3 | 1 | -2 | -4 | 0 | -14 | 7 | -6 |
| TROY signal inh | 3 | 8 | -7 | 27 | 11 | -1 | 17 | -4 |
| NCOA2 inhibitor | -9 | 2 | / | 34 | -30 | 3 | 6 | -8 |
| NOD2-RIPK2 inh | -11 | -4 | -5 | -2 | -11 | -8 | 9 | -2 |
| TLR9-MyD88 inh | -40 | 3 | 2 | 1 | 6 | -4 | 3 | 3 |
| LRH-1 inv ag | 3 | 10 | -10 | 40 | -14 | 10 | -5 | 8 |
| NCOA3 inh | 3 | -1 | 0 | 26 | -21 | 1 | -5 | 2 |
| EBV LMP1 NFkB | 9 | -12 | 0 | 31 | 0 | 0 | -6 | 5 |
| TWEAK Fn14 block | -7 | -12 | -15 | 29 | -1 | 8 | -2 | 38 |
| NR2F2 inh | 5 | -4 | / | 57* | -17 | 13 | 16 | -17 |
| TRAIL sens C8 | -8 | 6 | 5 | 24 | -7 | 1 | 2 | -11 |

Bioassay records: PubChem, several laboratories

Not all compounds are listed (hit frequency here may not be typical).
